TRPC4 inh = inhibitors of mouse TRPC4 channel | B-score at 10 µM | HEK293 TRPC4beta/mu-opioid, DAMGO-evoked Fluo4 calcium flux; stronger effect = lower value | actives 0.39% (n = 300,000) | Q9QUQ5;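 active = B-score over 3 SD under the library average, no early fluorescence shift, positive overall ratio signal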
Target sequence (Q9QUQ5 whole entry, looked up): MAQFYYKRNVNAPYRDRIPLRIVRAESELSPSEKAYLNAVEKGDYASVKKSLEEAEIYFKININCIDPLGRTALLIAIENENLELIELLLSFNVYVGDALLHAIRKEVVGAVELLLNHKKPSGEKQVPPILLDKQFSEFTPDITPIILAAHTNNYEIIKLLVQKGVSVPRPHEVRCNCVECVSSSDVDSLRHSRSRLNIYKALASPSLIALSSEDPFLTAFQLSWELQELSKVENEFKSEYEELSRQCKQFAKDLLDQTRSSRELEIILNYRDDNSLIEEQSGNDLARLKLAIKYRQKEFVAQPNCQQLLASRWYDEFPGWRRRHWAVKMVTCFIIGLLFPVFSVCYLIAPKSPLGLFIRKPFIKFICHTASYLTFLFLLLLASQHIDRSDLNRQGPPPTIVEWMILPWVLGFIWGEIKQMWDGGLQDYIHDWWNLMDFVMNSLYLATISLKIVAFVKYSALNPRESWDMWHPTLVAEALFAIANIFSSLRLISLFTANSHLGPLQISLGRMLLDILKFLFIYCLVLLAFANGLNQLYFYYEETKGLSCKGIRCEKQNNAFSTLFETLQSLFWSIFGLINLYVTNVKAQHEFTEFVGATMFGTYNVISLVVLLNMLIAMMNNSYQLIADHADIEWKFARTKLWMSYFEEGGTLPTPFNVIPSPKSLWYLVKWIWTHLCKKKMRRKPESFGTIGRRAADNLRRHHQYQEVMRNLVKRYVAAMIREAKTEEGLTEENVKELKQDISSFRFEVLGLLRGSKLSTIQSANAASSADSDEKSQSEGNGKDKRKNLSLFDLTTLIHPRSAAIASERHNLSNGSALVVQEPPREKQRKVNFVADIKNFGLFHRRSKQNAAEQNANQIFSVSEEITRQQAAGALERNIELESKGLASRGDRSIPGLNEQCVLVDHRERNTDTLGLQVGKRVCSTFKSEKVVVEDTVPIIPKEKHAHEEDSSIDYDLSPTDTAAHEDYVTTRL
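Assay system – HEK293 line stably carrying TRPC4beta and mu-opioid receptor · Doses – single dose · Detection – Fluo4 calcium-dye fluorescence, kinetic read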
MrgX1 PAM = human MrgX1 positive allosteric modulation, primary screen | MrgX1-HEK293, Fluo-4 calcium flux, FDSS; stronger effect = higher value | actives 0.63% (n = 310,000) | Q96LB2 | B-score at 10 µM | AID 588675;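 active = plate-corrected calcium response at least 3 library SD above typical, normal starting fluorescence, not activating the receptor alone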;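 also: compound read alongside a low EC10 to EC30 dose of BAM8-22 agonist; peak minus trough fluorescence over baseline measured at the second addition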
TRPC4 PAM = allosterically enhances the mouse TRPC4 cation channel | Q9QUQ5 | HEK293 TRPC4beta/mu-opioid, DAMGO EC20, Fluo-4 Ca2+ flux; stronger effect = higher value | B-score at 10 µM | actives 0.42% (n = 310,000) | AID 2227;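 active = B-score of calcium response area above 5 SD of library B-scores, with initial fluorescence ratio within 5 SD of library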;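 also: B-score of integrated fluorescence ratio over time as area under calcium response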
MrgX1 antag = human MrgX1 receptor antagonism, primary screen | MRGX1-HEK293 calcium flux, Fluo-4, BAM8-22 antagonism; stronger effect = lower value | actives 1.3% (n = 310,000) | Q96LB2 | B-score at 10 µM | AID 588676;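 active = calcium-response B-score plate-corrected more than 3 library SD below zero, starting fluorescence within 5 deviations, no agonist response on first addition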;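 also: peak minus trough fluorescence over baseline after final BAM8-22 challenge near maximal dose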
PolyA inhibitor = yeast polyadenylation inhibition | calls only at 12 µM | S. cerevisiae SKY197-pL101 polyadenylation reporter, beta-gal luminescence; efflux-impaired pdr1/pdr3 knockout yeast; score 100 = 6 SD above DMSO | actives 0.02% (n = 300,000) | AID 1875;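 active = lowest replicate activity score at least 50, where 100 means six control SD above control mean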;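 also: yeast exposed to compound for 9 h at 30 °C; higher score means more reporter readthrough which indicates perturbed polyadenylation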
TRPC6 activator = activators of mouse TRPC6 channel; HEK293-TRPC6 membrane potential dye fluorescence; stronger effect = higher value; B-score at 10 µM; actives 0.13% (n = 310,000);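 active = B-score of the integrated fluorescence ratio above library mean plus 3 SD, and starting fluorescence ratio within library mean plus 5 SD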;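 also: higher score means more depolarization so channel activation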
AI-2 QS modul = modulates the Vibrio harveyi AI-2 quorum sensing system; Vibrio harveyi JMH597 AI-2 luminescence/OD600 ratio, 9 h; stronger effect = lower value; strain lacks LuxN and CqsS sensors; 0 = neutral-control median; activity change, % at 7.5 µM; actives 0.4% (n = 300,000); in the data active = activity change below about -75%, passing the limit was not always enough;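 also: luminescence divided by OD600 gain over 9 h not by final OD600 alone; inactives centre near 13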
TRPC6 inh = blocks the mouse TRPC6 cation channel; Q61143; HEK293-TRPC6, membrane potential dye, ACh-evoked depolarization; stronger effect = lower value; actives 1.1% (n = 310,000); B-score at 10 µM;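 active = B-score under library mean minus 3 SD, initial fluorescence not abnormally high, positive integrated signal ratio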;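 also: B-score derived from integrated fluorescence ratio over the kinetic read; more negative B-score means stronger inhibition of depolarization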
HIF act = HIF pathway transcriptional activation | U2OS HRE-luciferase reporter, luminescence; normalized: DMSO 0%, desferrioxamine 100% | activation, % at 7.5 µM (by protocol) | actives 0.32% (n = 300,000);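 active = mean activation of at least 10% of the iron chelator positive control signal, with at least half of replicates also reaching 10%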
MrgX1 ag = agonists of human MrgX1 receptor. Q96LB2. MrgX1-HEK293 cells, Fluo-4 calcium fluorescence, agonist mode; stronger effect = higher value. B-score at 10 µM. actives 0.44% (n = 310,000);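 active = calcium response B-score plate-corrected fluorescence ratio at least 3 library SD, with starting fluorescence B-score inside 5 SD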
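Test system: Stable human MrgX1 HEK293 cell line | Schedule: Overnight plating before 1 h dye loading | Read-out basis: Baseline-normalised fluorescence change ratio, B-scored | Detection: Kinetic calcium dye fluorescence, Fluo-4 NW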
TRPC4 agonist = opens the mouse TRPC4 cation channel. Q9QUQ5. HEK293 TRPC4beta/mu-opioid, Fluo4 calcium fluorescence; stronger effect = higher value. B-score at 10 µM. actives 0.49% (n = 310,000). AID 2237;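 active = B-score above 5 SD of library B-scores, and initial fluorescence ratio not above library mean plus 5 SD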;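 also: positive B-score marks a calcium rise read as TRPC4 activation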
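Material: HEK293 stable line with TRPC4beta plus mu-opioid receptor; technique: Fluo4 calcium-sensitive dye fluorescence, kinetic, 1 Hz baseline; timing: Fluo4 dye loading 45 min at room temperature, 110 s recording; controls: assay buffer as low control, maximal DAMGO as high control; read-out: integrated baseline-normalised fluorescence ratio, converted to per-well B score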
* marks the source's active call; other numbers are inactive results; i = inactive; x = not tested or not shown.

Structure	TRPC4 inh	MrgX1 PAM	TRPC4 PAM	MrgX1 antag	PolyA inhibitor	TRPC6 activator	AI-2 QS modul	TRPC6 inh	HIF act	MrgX1 ag	TRPC4 agonist
CC12CN3CCN(CC(C3)/C1=N\NC(=O)c1ccccc1N)C2	i	i	i	i	i	i	23	i	2.7	i	i
O=C(Cn1c(-c2ccccc2)noc1=O)N1CCC(Cc2ccccc2)CC1	i	i	i	i	i	i	37	i	-0.4	i	i
Cc1nc(C(=O)NCC(=O)c2ccc(Cl)cc2)c(C(F)(F)F)o1	i	i	i	i	i	i	13	i	0.0	i	i
Cc1cc(/C=C2/NC(=O)N(c3ccccc3)C2=O)c(C)n1-c1cccnc1	i	i	i	i	i	i	10	i	2.0	i	i
O=C(CSc1ccsc1[N+](=O)[O-])NC1CCCC1	i	i	i	i	i	i	10	i	0.1	i	i
CC1CN(C(=O)c2cc3cc(Cl)cc(Cl)c3oc2=O)CC(C)O1 (configuration not stated)	i	i	i	i	i	i	20	i	0.1	i	i
COc1cccc(OCC(=O)Nc2c3c(nn2-c2ccc(F)cc2)CS(=O)(=O)C3)c1	i	i	i	i	i	i	7	i	0.4	i	i
COc1ccccc1CNC(=O)COC(=O)c1ccc(-n2cnnn2)cc1	i	i	i	i	i	i	10	i	-0.1	i	i
COC(=O)C1CCN(Cc2cc(=O)oc3cc(C)c(Cl)cc23)CC1	i	i	i	i	i	i	1	i	0.2	i	i
CC12C(=O)N(n3cnnc3)C(=O)C1C1C=CC2C1 (configuration not stated)	i	i	i	i	i	i	7	i	0.0	i	i
COc1ccc(OCc2cc(C(=O)N[C@H]3CCCCNC3=O)no2)c(Cl)c1	i	i	i	i	i	i	33	i	2.3	i	i
Cc1ccc(S(=O)(=O)N2CCCC2C(=O)Nc2nccs2)cc1 (configuration not stated)	i	i	i	i	i	i	29	i	-0.4	i	i
O=C(CSc1ncccn1)NC(=O)c1ccccc1	i	i	i	i	i	i	x	i	0.3	i	i
O=C(O)CSCCc1ccccn1	i	i	i	i	i	i	-4	i	0.1	i	i
CC(C)NS(=O)(=O)c1ccc(OCC(=O)NCc2ccco2)cc1	i	i	i	i	i	i	17	i	-0.1	i	i
CCOC(=O)CC1C(=O)NCCN1C(=O)c1cc2c(=O)n3cccc(C)c3nc2s1 (configuration not stated)	i	i	i	i	i	i	10	i	0.1	i	i
COc1ccc(-c2cc(=O)c3cc(F)ccc3[nH]2)cc1	i	i	i	i	i	i	8	i	2.2	i	i
Cn1c(N/N=C2\CCCc3ccccc32)nc2c1c(=O)n(Cc1ccc(F)cc1)c(=O)n2C	i	x	i	x	i	i	1	i	-0.3	x	i
Cc1cccc2c(=O)c(C(=O)N3CCCCCC3)c[nH]c12	i	i	i	i	i	i	42	i	-0.5	i	i
O=C(c1ccco1)N(CCC(c1ccccc1)c1ccco1)Cc1ccco1 (configuration not stated)	i	i	i	-6.4*	i	i	25	i	-0.3	i	i
O=C(/C=C/c1ccccc1)Nc1cccnc1Cl	i	i	i	i	i	i	5	i	1.2	i	i
Cc1ccnc(SCc2cn3c(C)cc(C)nc3n2)n1	i	i	i	i	i	i	23	i	0.6	i	i
CC(=O)OC(C(=O)NC1CCCCC1)c1cccc(F)c1 (configuration not stated)	i	i	i	i	i	i	20	i	-0.6	i	i
CCOC(=O)[C@@H]1[C@H]2COc3cc(OC)ccc3[C@@H]2N2C(=O)N(c3ccc(F)cc3)C(=O)[C@]12C	i	i	i	i	i	i	23	i	-0.2	i	i
O=C(Nc1ccccc1)c1ccc(N2CCN(c3ccccc3)CC2)c(S(=O)(=O)N2CCOCC2)c1	i	i	i	i	i	i	33	i	-0.6	i	i
O=C(CS(=O)CC(=O)N(CC(=O)NC1CCCC1)c1ccccc1F)Nc1ccc(F)cc1 (configuration not stated)	i	i	i	i	i	i	3	i	-0.5	i	i
C/C(=N\NC(=O)c1ccc(Cl)c(S(=O)(=O)Nc2ccccc2Cl)c1)c1ccncc1	i	21*	i	i	i	i	-7	i	-0.2	i	i
COc1ccc(F)cc1S(=O)(=O)N1CCN(Cc2ccc3c(c2)OCO3)CC1	i	i	i	i	i	i	-2	i	0.2	i	i
Cn1c(=O)cc(Nc2ccc(Cl)cc2)[nH]c1=O	i	i	i	i	i	i	3	i	-0.4	i	i
O=C(COc1ccccc1Cl)NC(=S)Nc1ccccc1N1CCCC1	i	i	i	i	i	i	24	i	0.1	i	i
Cc1cc2oc(=O)cc(CNc3ccccc3F)c2cc1O	i	i	i	i	i	i	-4	i	-0.8	i	i
Cc1cccc(N2CCN(C(=O)C3CCN(S(=O)(=O)N4CCOCC4)CC3)CC2C)c1 (configuration not stated)	i	i	i	i	i	i	34	i	-0.9	i	i
COc1ccc(N2C(=NC(=O)C(C)Oc3ccccc3)SC3CS(=O)(=O)CC32)cc1 (configuration not stated)	i	i	i	i	i	i	6	i	-0.4	i	i
Cc1cc(SCC(=O)OC/C(O)=C(\C#N)c2nc3ccccc3[nH]2)c(C)cc1Br	i	i	i	i	i	i	23	i	0.1	i	i
O=C(Nc1ccc(Cn2cccn2)cc1)c1ccc(COc2ccccc2Br)cc1	i	i	i	i	i	i	30	i	-5.8	i	i
Cc1ccc(S(=O)(=O)n2cnc(C)c2)cc1	i	i	i	i	i	i	7	-8.2*	-0.7	i	i
CC(=O)Nc1ccc(S(=O)(=O)Nc2ccc3[nH]c(=O)[nH]c3c2)cc1	i	i	i	i	i	i	22	i	0.5	i	i
CCOc1ccc(NC(=O)c2ccccc2CO)cc1	i	i	i	i	i	i	9	i	2.4	i	i
CCOC(=O)C1CCN(C(=O)C2CCN(S(=O)(=O)c3cc(Cl)ccc3OCC)CC2)CC1	i	i	i	i	i	i	7	i	0.3	i	i
O=C(COc1ccccc1[N+](=O)[O-])Nc1ccc(CN2CCOCC2)cc1	i	i	i	i	i	i	15	i	0.1	i	i
Cc1ccc(S(C)(=O)=NS(=O)(=O)c2cccc3nsnc23)cc1 (configuration not stated)	i	i	i	i	i	i	15	i	-0.1	i	i
CCCC1=C(C(=O)OCC)C(c2ccccc2OCC)NC(=O)N1C (configuration not stated)	i	i	i	i	i	i	22	i	-0.7	i	i
N#Cc1c(NC(=O)C2CC(c3ccccc3Cl)=NO2)sc2c1CCC2 (configuration not stated)	i	i	i	i	i	i	12	i	x	i	i
COc1ccc(C)cc1NC(=O)C(C)N1CCOCC1 (configuration not stated)	i	i	i	i	i	i	-1	i	0.3	i	i
CC1=C/C(=N\NC(=O)c2ccc(O)cc2)CC1	i	i	i	i	i	i	5	i	0.1	i	i
CC(C)OCCCN1CC(=O)N2C(c3cccc([N+](=O)[O-])c3)c3[nH]c4ccccc4c3C[C@H]2C1=O (some centres not stated)	i	i	i	i	i	i	19	i	0.2	i	i
CN(C)C(=S)Nc1cccc(F)c1	i	i	i	i	i	i	18	i	0.2	i	i
O=C(NCc1ccco1)C(c1cccs1)N(C(=O)Cc1cccs1)c1ccccc1 (configuration not stated)	i	i	i	i	i	i	3	i	-0.2	i	i
CCOC(=O)c1oc2c(CN3CCN(C)CC3)c(O)ccc2c(=O)c1-c1ccc(Br)cc1	i	i	i	i	i	i	14	i	-0.1	i	i
Cc1ccc(N2C(=O)c3ccc(C(=O)O)cc3C2=O)c(C)c1	i	i	i	i	i	i	28	i	0.1	i	i
O=C(COC(=O)c1ccc(Oc2ccccc2)cc1)Nc1nnc(-c2ccccc2)o1	i	i	i	i	i	i	75	i	-0.5	i	i
Cc1ccc(NC(=O)C2CCCN(C(=O)Nc3ccc(F)cc3)C2)cc1 (configuration not stated)	i	i	i	i	i	i	19	i	0.1	i	i
Cc1ccc(NC(=O)CCn2c(=S)oc3ccccc32)cc1	i	i	i	i	i	i	39	i	-0.5	i	i
COC(=O)N1CCN(c2ccc(Cl)c(Cl)c2)CC1	i	i	i	i	i	i	10	-6.3*	0.0	i	i
COC(=O)c1[nH]c2ccc(Br)cc2c1NC(=O)Oc1ccccc1	i	i	i	i	i	i	9	i	1.2	i	i
Cc1ccccc1OCCC(=O)OCC(=O)c1c(N)n(CC(C)C)c(=O)n(C)c1=O	i	i	i	i	i	i	21	i	-0.7	i	i
Fc1ccc(C2=Nn3c(nnc3-c3n[nH]c4c3CCC4)SC2)cc1	i	i	i	i	i	i	35	i	0.0	i	i
CCOC(=O)c1cc(=O)cc(C(=O)OCC)o1	i	i	i	i	i	i	26	i	-9.8	i	i
CNC(=O)c1cc(-c2ccc(Cl)cc2)n(-c2ccccc2)n1	i	i	i	i	i	i	11	i	-1.4	i	i
COc1ccc(C)cc1NC(=O)NCc1ccc(F)cc1	i	i	i	i	i	i	25	i	0.2	i	i
COCc1cc(=O)[nH]c(-c2ccc(C(F)(F)F)cc2)n1	i	i	i	i	i	i	10	i	0.0	i	i
Cc1ccc(CN2CCN(Cc3ccc(Oc4ncccn4)cc3)CC2CCO)cc1 (configuration not stated)	i	i	i	i	i	i	4	i	x	i	i

Not all compounds are listed. The share of hits here may be higher or lower than overall.
